HEK293 NOD2/NF-kB: inhibition of NOD2-driven NF-kB reporter – cell-based, luminescence, uHTS, HEK293 (AID 1566); HEK293 NOD2/NF-kB luciferase reporter, luminescence; higher % means a stronger effect; inhibition, % at 4 µM, or EC50 in µM where a hit was titrated; actives 0.63% (n = 290,000); note: many of its hits are not listed in these tables
SV40 large T antigen: TAg ATPase/helicase activity blockers – biochemical (AID 1903); one-dose inhibition, % at 20 µM; IC50 in µM for titrated hits; actives 0.39% (n = 310,000); SV40 large T antigen ATPase/helicase inhibition assay; higher % means a stronger effect; in the data active = a potency from the dose series; inconclusive = inhibition mostly from about 32% at the one dose, without a potency; inactive = the rest, 99 in 100 with inhibition below about 32%; note: strong numbers were not always called active
KOR beta-arrestin-1: KOR agonists, beta-arrestin recruitment, primary screen, cell-based, luminescence, uHTS (AID 1777) | KOR beta-arrestin recruitment, luminescence; higher % means a stronger effect | activation, % at 10 µM, or EC50 in µM where a hit was titrated | actives 0.02% (n = 280,000); in the data active = activation above about 50%, passing the limit was not always enough; note: a part of the inactive calls stands beside numbers as strong as those of hits
KOR beta-arrestin-2: KOR antagonists, beta-arrestin recruitment, cell-based, luminescence, uHTS (AID 1778); actives 0.091% (n = 290,000); KOR beta-arrestin recruitment, luminescence, antagonist mode; higher % means a stronger effect; one-dose inhibition, % at 10 µM; IC50 in µM for titrated hits; note: strong numbers were not always called active
Rac1 GTP hydrolysis: MgcRacGAP GTPase-activating activity inhibitors, confirmation, biochemical, ADP Hunter fluorescence; MgcRacGAP-stimulated Rac1 GTP hydrolysis, ADP Hunter fluorescence; higher % means a stronger effect; GST-tagged Rac1 F28L mutant substrate; one-dose inhibition, % at 30 µM; IC50 in µM for titrated hits; actives 0.6% (n = 340,000);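 active = first-screen hits whose inhibition reached a set limit at any dose in the follow-up dose series; inconclusive = inhibition above the set first-screen limit but never retested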;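 note: fluorescence reports GDP produced by GAP-driven GTP hydrolysis; strong numbers were not always called active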
NOD1 NF-kB reporter: inhibition of NOD1-driven NF-kB reporter – cell-based, luminescence, uHTS, primary screen (AID 1578); inhibition, % at 4 µM, or EC50 in µM where a hit was titrated; actives 1% (n = 290,000); NOD1-driven NF-kB luciferase reporter cells, luminescence; higher % means a stronger effect; in the data active = inhibition mostly above about 36%, no sharp cut-off; inactive = mostly below about 34%;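 note: HEK-293T reporter cells stimulated with the NOD1 agonist gamma-tri-DAP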
GPR55 LPI antagonism: inhibition of LPI-stimulated GPR55 beta-arrestin translocation – imaging, U2OS, beta-arrestin-GFP, LPI agonist, primary screen (AID 2013); U2OS GPR55 beta-arrestin-GFP translocation imaging, LPI antagonism; higher % means a stronger effect; one-dose inhibition, % at 10 µM; IC50 in µM for titrated hits; actives 0.13% (n = 290,000);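 active = spots per cell inhibited over 60%, with over 100 cells counted and total cytoplasm intensity under 500,000; inconclusive = wells with under 100 cells, flagged as likely toxic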;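 note: U2OS cells stably carrying GPR55 and arrestin-GFP stimulated by 5 µM LPI near EC80; imaged beta-arrestin-GFP aggregate spots per cell after agonist stimulation; plate controls were LPI-stimulated DMSO wells for no effect and DMSO wells without LPI for full effect; some results filed as inactive read as strong as hits; confirmed hits need IC50 under 10 µM and bright autofluorescent wells are also inconclusive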
HIV fusion peptide: cell-free HIV fusion peptide-binding blockers – biochemical, uHTS, fluorescence dequenching, primary screen (AID 1986); cell-free peptide binding, fluorescence dequenching, 30 min; higher % means a stronger effect; one-dose inhibition, % at 20 µM; IC50 in µM for titrated hits; actives 0.3% (n = 290,000); in the data active = inhibition mostly above about 52%, no sharp cut-off; inactive = mostly below about 76%; note: some results filed as inactive read as strong as hits
GPR55 beta-arrestin: GPR55 agonists via beta-arrestin recruitment, primary screen, imaging, U2OS cells, beta-arrestin-GFP redistribution (AID 1961) | U2OS GPR55 beta-arrestin-GFP redistribution imaging; higher % means a stronger effect | activation, % at 10 µM, or EC50 in µM where a hit was titrated | actives 0.048% (n = 290,000);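 active = activation above 40% with more than 50 cells counted in the well; inconclusive = wells holding fewer than 50 cells, flagged as toxic or sparse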;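 note: U2OS osteosarcoma cells stably expressing GPR55 and beta-arrestin-GFP; plate controls were DMSO negative control for no effect and LPI positive control for full effect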
Active calls of the source: *; u = inconclusive; x = not tested or not shown; [ ] = dose if it differs, or a comment. Cut-off read from the data, not from the text of the source, unless noted: active = inhibition above about 50%; inactive = the rest.

SMILES	HEK293 NOD2/NF-kB	SV40 large T antigen	KOR beta-arrestin-1	KOR beta-arrestin-2	Rac1 GTP hydrolysis	NOD1 NF-kB reporter	GPR55 LPI antagonism	HIV fusion peptide	GPR55 beta-arrestin
COC(=O)C1CCN(S(=O)(=O)c2ccc(NC(C)=O)cc2)CC1	12%	12%	-0.1%	-6%	7%	-13%	13%	0.7%	0.5%
CN(C)C=Nc1ccccc1C1C=NNC1=O (stereo not drawn)	5%	23%	-1.4%	3%	x	-1%	-4%	-0.4%	-0.1%
CCCC(=O)NC(=S)Nc1sc2c(c1C(N)=O)CCC2	-31%	29%	0.2%	-4%	13%	-43%	7%	24%	0.6%
COc1ccc(C(=O)c2cnc[nH]2)cc1OC	-11%	16%	0.6%	-12%	8%	-14%	-5%	-0.1%	-0.1%
Cc1cc(NC(=O)NC(C(F)(F)F)C(F)(F)F)no1	-5%	14%	-2.5%	0%	6%	13%	-4%	-0.4%	0.0%
CC1=C(C(=O)OCC2CCCO2)C(c2coc3ccccc3c2=O)C2=C(CCCC2=O)N1 (stereo not drawn)	-1%	9%	-4.2%	-3%	2%	-23%	12%	-1.0%	-0.4%
COc1ccc(OC)c(NC2c3ccccc3C(=O)N2Cc2ccc3c(c2)OCO3)c1 (stereo not drawn)	9%	10%	-7.7%	1%	7%	-15%	-13%	0.4%	-0.2%
CNC(=O)CC(=O)Nc1ccccc1C(=O)O	2%	4%	0.4%	23%	2%	-1%	30%	1.9%	-0.2%
CC(C)Oc1ccc(/C(O)=C2/C(=O)C(=O)N(CCN(C)C)C2c2ccco2)cc1 (stereo not drawn)	12%	9%	0.5%	4%	5%	-4%	4%	-1.0%	0.0%
CCN(CC)S(=O)(=O)c1cccc(C(=O)Nc2cccnc2)c1	16%	5%	-0.3%	8%	2%	4%	-2%	-0.1%	0.1%
COc1cc(Br)c(CN2CCCN(C)CC2)cc1OC	-21%	1%	-0.2%	-27%[20 µM]	5%	-24%	-7%	1.1%	-0.3%
COc1ccc(C)cc1NC(=O)COC(=O)Cc1ccc(-c2ccccc2)cc1	0%	7%	3.3%	-8%	8%	4%	3%	1.4%	0.5%
O=C(Cc1cccc2ccccc12)NN1C(=O)CSC1=S	13%	5%	-4.3%	5%	3%	-26%	2%	6.9%	-0.7%
CC(C)(C)NC(=O)COC(=O)c1ccccc1Oc1ccccc1	-2%	12%	-3.5%	25%	-5%	-7%	8%	-1.5%	-0.1%
c1ccc(-c2[nH]ncc2CN2CCc3ccccc3C2)cc1	1%	11%	-3.7%	18%	11%	-5%	11%	-0.4%	-0.2%
O=C(CN(C(=O)CSc1nnc(COc2ccccc2)o1)c1ccc(F)cc1)NC1CCCCC1	-2%	4%	-0.3%	-9%	6%	-1%	7%	2.4%	-0.1%
COc1cc2cccc(OC)c(=O)c2c(OC)c1OC	10%	9%	2.8%	-5%	7%	-17%	11%	-0.3%	0.3%
Cc1c(C(=O)N(Cc2cccs2)C2CCS(=O)(=O)C2)oc2ccccc12 (stereo not drawn)	2%	8%	-4.3%	10%	12%	6%	19%	3.3%	-0.2%
CCOC(=O)CCC(=O)Nc1ccc([N+](=O)[O-])cc1C	-3%	10%	-1.9%	2%	x	-38%	-6%	-0.7%	0.1%
CCOC(=O)/C(C#N)=C/c1c(OCC)n(CC)c2ccccc12	13%	u	4.0%	0%	30%	31%	16%	4.1%	0.6%
CC(=O)Cc1nsc(Nc2ccccc2)n1	0%	0%	0.0%	-2%	5%	-2%	-14%	2.7%	-0.1%
CCOC(=O)c1cccc(NC(=O)C2CCCO2)c1 (stereo not drawn)	17%	3%	-3.6%	32%	7%	-25%	4%	-1.0%	-0.1%
O=C(CN1CCN(c2ncccn2)CC1)NCc1ccccc1	16%	22%	-0.6%	-39%	11%	-7%	1%	-2.2%	0.3%
COC(=O)CN1C(=O)N/C(=C/c2ccccc2OC)C1=O	-3%	16%	1.7%	-12%	3%	-30%	5%	-0.2%	1.0%
Cc1cccc2sc(NC(=O)C3c4ccccc4Oc4ccccc43)nc12	-5%	5%	-1.7%	-22%	8%	x	11%	-3.8%	0.2%
CCN(CC(=O)NC1CCCC1)S(=O)(=O)c1ccc(Br)cc1	-4%	9%	5.0%	-4%	10%	-39%	18%	2.0%	-0.1%
COc1ccc(-n2nc3c(c2NC(=O)CCCCl)CSC3)cc1	-4%	10%	-3.1%	-2%	53%	-32%	2%	2.2%	-0.2%
Brc1ccc(-c2noc(C3CCCCC3)n2)cc1	-77%	9%	-0.2%	20%	12%	-65%	0%	0.8%	0.3%
Cc1cc(C)cc(OCC(=O)NN2Cc3ccccc3C2=N)c1	-31%	5%	1.1%	x	7%	-7%	-18%	-1.1%	-0.1%
CCCOP(=O)(OCCC)C(Nc1ccc(C(C)C)cc1)c1ccc([N+](=O)[O-])cc1 (stereo not drawn)	-7%	2%	0.1%	-9%	1%	3%	4%	-1.1%	0.3%
CCc1ccc(NC(=O)C(=O)NCCN2CCN(S(C)(=O)=O)CC2)cc1	21%	6%	-2.4%	-57%[20 µM]	5%	-18%	-10%	-1.0%	-0.1%
COc1ccc(C)cc1N(CC(=O)O)S(=O)(=O)c1ccc(C)cc1	16%	-3%	-1.6%	15%	3%	0%	15%	-1.9%	-0.2%
O=[N+]([O-])c1cccc(N=NN(CCO)c2cccc([N+](=O)[O-])c2)c1	-38%	3%	-4.1%	-22%	2%	-35%	-6%	-3.6%	0.0%
CCC(C)(C)NC(=O)CN(Cc1ccc(OC)cc1)C(=O)CCC(=O)Nc1nccs1	9%	6%	-2.5%	24%	3%	37%	4%	0.2%	-0.2%
CCn1c(SCC(=O)N2CCCCC2)nc2c(c1=O)SC(C)C2 (stereo not drawn)	6%	4%	-3.5%	-21%	2%	6%	-1%	-3.4%	-0.3%
Cc1ccc(CC(=O)N2CCN(c3ccccc3F)CC2)cc1	-5%	11%	-6.1%	-11%[20 µM]	7%	-22%	1%	0.8%	-0.1%
Cc1cc(C)nc(/N=C2\NC(=O)CC(C(=O)O)N2c2ccc(Cl)cc2)n1 (stereo not drawn)	0%	5%	-3.5%	28%	2%	-5%	8%	0.3%	0.2%
CCOc1ccc2nc(COC(=O)c3ccco3)c(C(C)=O)[n+]([O-])c2c1	-4%	2%	3.5%	-48%	6%	-12%	2%	-0.7%	-0.3%
CCCNC(=O)c1cc(-c2ccc3c(c2)OCO3)on1	-137%	6%	1.6%	-1%	-7%	-4%	3%	1.0%	-0.1%
Cc1cc(C)c(C#N)c(SCC(O)COc2ccc(Br)cc2)n1 (stereo not drawn)	3%	6%	9.9%	-62%	5%	-12%	1%	1.1%	-0.1%
CCC1(c2ccc(Cl)cc2)NC(=O)N(Cc2ccc(C(=O)OC)cc2)C1=O (stereo not drawn)	8%	4%	7.2%	-66%	9%	5%	-11%	-0.2%	-0.6%
CCOc1ccc(NC(=S)Nc2cc(-c3ccccc3)[nH]n2)cc1	-26%	6%	1.0%	-11%	19%	-5%	-8%	0.5%	-0.1%
CC(C)Oc1cccc(C(=O)C2CCCN(C(=O)c3csnn3)C2)c1 (stereo not drawn)	4%	5%	x	-22%[20 µM]	7%	-20%	-2%	-0.5%	-0.1%
CCn1c(=O)n(CC(=O)NCC2CCCO2)c(=O)c2c3c(sc21)CCCC3 (stereo not drawn)	8%	10%	3.3%	-2%	7%	-4%	13%	2.7%	-0.1%
CCCc1c(C)nn(C(=O)/C(C#N)=N/Nc2ccccc2[N+](=O)[O-])c1C	11%	26%	7.0%	-44%	11%	-34%	3%	-1.0%	0.3%
c1ccc(C2Nc3ccccc3-c3nc4ccccc4n32)nc1 (stereo not drawn)	-9%	3%	0.2%	8%	8%	-20%	2%	1.2%	-0.3%
O=C(c1cc2ccccc2c(=O)o1)N1CCCc2ccccc21	8%	12%	-4.2%	7%	12%	7%	8%	2.1%	0.0%
CCOc1ccc2[nH]c(=O)c(CN(Cc3cccs3)Cc3nnnn3C(C)(C)C)cc2c1	-8%	5%	x	-16%	7%	20%	2%	1.3%	-0.3%
COC(=O)[C@@H](NC(=O)NC1CCCCC1C)C(C)C (stereo partly drawn)	-10%	10%	3.7%	16%	3%	-8%	-1%	-0.3%	-0.1%
Cc1ccc(C)c(NC(=O)CN(C)C(=O)Cc2ccccc2)c1	10%	0%	-4.3%	-16%	7%	-10%	15%	-0.1%	0.2%
O=C(COC(=O)CNC(=O)c1ccco1)NCc1ccc(F)cc1	-3%	9%	5.5%	-12%	2%	19%	-2%	-0.8%	0.2%
COc1ccc(C(=O)COC(=O)c2cccnc2SC)cc1	0%	8%	10%	-5%	3%	-25%	6%	-0.5%	-0.2%
COC(=O)CCC(=O)Oc1ccc(OC(=O)CCC(=O)OC)cc1	6%	16%	0.6%	46%	x	-16%	-4%	1.8%	-0.1%
O=C(NC(NC(=S)Nc1cccc(C(=O)O)c1)C(Cl)(Cl)Cl)OCc1ccccc1 (stereo not drawn)	11%	6%	-2.1%	3%	-2%	-4%	1%	26%	0.0%
O=C(O)C1CC=CCC1C(=O)NNc1c(Cl)cc(Cl)cc1Cl (stereo not drawn)	-3%	11%	-2.7%	0%	3%	-22%	-1%	-1.5%	0.2%
O=C(Nc1ccc(NC(=O)C2CC2)nc1)c1cccc(F)c1	-39%	2%	-4.0%	17%	7%	-17%	3%	-2.9%	-0.2%
Cc1ccc(C)c(N(Cc2cc3ccc(C)cc3[nH]c2=O)C(=O)c2ccco2)c1	9%	10%	14%	33%	6%	-11%	-2%	-0.4%	0.2%
CC1CCC2(CC1)NC(=O)N(Cc1nnc(-c3cccs3)o1)C2=O (stereo not drawn)	23%	-1%	-2.6%	11%	4%	-36%	1%	-0.7%	-0.2%
O=c1cc(-c2ccccc2Cl)oc2c(NS(=O)(=O)c3ccccc3C(F)(F)F)ccc(O)c12	-28%	6%	5.3%	-4%	2%	-9%	13%	0.7%	0.0%

Of the compounds above, two contain a tert-butyl group:
SMILES	HEK293 NOD2/NF-kB	SV40 large T antigen	KOR beta-arrestin-1	KOR beta-arrestin-2	Rac1 GTP hydrolysis	NOD1 NF-kB reporter	GPR55 LPI antagonism	HIV fusion peptide	GPR55 beta-arrestin
CC(C)(C)NC(=O)COC(=O)c1ccccc1Oc1ccccc1	-2%	12%	-3.5%	25%	-5%	-7%	8%	-1.5%	-0.1%
CCOc1ccc2[nH]c(=O)c(CN(Cc3cccs3)Cc3nnnn3C(C)(C)C)cc2c1	-8%	5%	x	-16%	7%	20%	2%	1.3%	-0.3%

Bioassay records from PubChem BioAssay.

A portion of the library; the hit share may differ from the screen's.
